# Compound activity: PubChem BioAssay, Emory University Molecular Libraries Screening Center
# 14-3-3 PPI: 14-3-3 gamma protein interaction modulation. AID 422. FP, 14-3-3gamma / TMR-pS259-Raf peptide binding. inhibition, % at 40 µM. P61981. 0.19% of 160,000 active; in the data active = inhibition above about 30%;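 also: 0% = protein plus tracer without compound and 100% = blank with tracer alone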
# Target sequence (P61981 whole entry, looked up): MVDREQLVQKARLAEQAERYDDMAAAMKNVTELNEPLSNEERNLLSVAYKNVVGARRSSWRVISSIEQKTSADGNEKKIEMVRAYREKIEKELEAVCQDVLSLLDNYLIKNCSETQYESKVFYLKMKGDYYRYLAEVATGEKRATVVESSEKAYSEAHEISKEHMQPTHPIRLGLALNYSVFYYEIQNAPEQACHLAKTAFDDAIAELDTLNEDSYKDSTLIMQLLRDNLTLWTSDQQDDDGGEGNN
# * hit, by the source's call; & = joins results of further samples.
SMILES,14-3-3 PPI
CCN(C(=O)c1ccc(N2CC3CC(C2)c2cccc(=O)n2C3)c([N+](=O)[O-])c1)c1cccc(C)c1 (centres undefined),-12
COc1cc(NC(=O)c2nn3c(c2Cl)NC(c2ccco2)CC3C(F)(F)F)cc(OC)c1OC (centres undefined),-97
COc1ccc2nc3sc(C(=O)NCc4cccs4)cc3cc2c1,-21
Cc1cc(C)cc(NC2=C(Cl)C(=O)N(c3ccc(Cl)cc3)C2=O)c1,1
CC1CCN(Cc2ccc(NC(=O)C3CCN(c4nnc(-n5cccc5)s4)CC3)cc2)CC1,-3
O=C(Nc1ccccc1Br)c1c(O)c2c([nH]c1=O)CCCC2,-3
CCC(C)c1ccc(NC(=O)C(C)Oc2cccc(Cl)c2)cc1 (centres undefined),-20
COC(=O)c1ccn(C(=O)c2ccnn2C)n1,-4
COC(=O)C1=CN(Cc2ccc(OC)cc2)C=C(C(=O)OC)C1c1cc2c(cc1Br)OCO2,0
CC(C)CCN1CC(C(=O)NCc2ccccc2)CC1=O (centres undefined),-4&4
CCOC(=O)c1c(NC(=O)COc2cc(C)ccc2C(C)(C)C)sc2c1CCCC2,6
COc1ccc(C2C(C(=O)N3CCN(C)CC3)CCC(=O)N2c2cc(OC)c(OC)c(OC)c2)cc1 (centres undefined),-6
O=C(NC1CCCCC1)C1CCCN(S(=O)(=O)c2cnc[nH]2)C1 (centres undefined),7&3
Nc1c(C(=O)Nc2cccc(C(=O)O)c2)sc2nc3c(cc12)CCCC3,-9
CC12CN3CC(C)(CN(C1)C3c1ccc(Br)cc1)C2=O (centres undefined),-3
CCCC(=O)N1CCc2cc(OC)c(OC)cc2C1COc1ccc(C(C)C)cc1 (centres undefined),-17
O=C(c1cn(-c2ccc(Cl)cc2)c(=O)c2ccccc12)N1CCCc2ccccc21,4
O=C(NCC1CCCO1)C1CC(c2ccc(Cl)c(Cl)c2)=NO1 (centres undefined),-2
CN(C)CCCN1C(=O)C(=O)/C(=C(/O)c2ccc(Cl)cc2)C1c1cccs1 (centres undefined),-4
CC1=CC(C)(C)N(C(=O)Nc2ccc(C)cc2)c2ccccc21,-7
Cc1ccc2c(c1)C1NC(=S)N(c3ccccc3)C(C)(O2)C1C(=O)N(C)C (centres undefined),-4
CCc1nn(CC(=O)NCCCN2CCc3ccccc3C2)c(=O)c2cc3sccc3n12,1
O=C(NCCc1ccccc1)c1ccncc1,3
CCCCC1(O)C(C)C(c2ccccc2)NC(c2ccccc2)C1C (centres undefined),-8
CCOC(=O)c1sc(NC(=O)c2ccc3ncsc3c2)nc1C,-3

# (continued)
SMILES,14-3-3 PPI
COc1ccc(-n2c(C)nc3cc(C(=O)NCc4ccccc4OC)ccc32)cc1,-33
COc1cccc(OC)c1C(=O)Oc1cccc2ccc(C)nc12,-2
O=[N+]([O-])c1cccc(N=Cc2ccc(OCc3ccc(F)cc3)cc2)c1,3
CC1CCc2c(sc(NC(=O)c3cncc(Br)c3)c2C#N)C1 (centres undefined),-8
COC(=O)c1c[nH]n2c(=O)c(Cc3cccc(Cl)c3)c(C)nc12,0
COCC(=O)Oc1c(S(=O)(=O)c2ccc(C)cc2)c(C)nn1-c1ccccc1,5
CC1Cc2nc(SCC(=O)Nc3ccccc3F)n(C)c(=O)c2S1 (centres undefined),-9&-9
O=[N+]([O-])c1ccc(Cl)c(C2N(c3ccccc3)CCN2c2ccccc2)c1,2
O=C(NCc1ccccn1)c1ccccc1O,4
COc1ccc(C2C3=C(CC(C)(C)CC3=O)Oc3ncn(Cc4ccco4)c(=N)c32)cc1 (centres undefined),-7
COc1ccc(-c2ccc(-c3noc(-c4ccco4)n3)c(OC)n2)cc1,-76
Cc1ccc(N(CCCCN2C(=O)c3ccccc3C2=O)C(=O)c2ccco2)cc1,0
CCOC(=O)C1=NN=C2C(=O)N(c3ccc(Br)cc3)C(=O)C12 (centres undefined),-5
O=C(COc1ccc(S(=O)(=O)N2CCCC2)cc1)NCCC1=CCCCC1,-12
c1csc(-c2nc3ncccn3c2NC2CCCC2)c1,-12
O=C(Nc1ncc(Cc2cccc(C(F)(F)F)c2)s1)c1cccc([N+](=O)[O-])c1,-8
Cc1ccc(NC(=O)C(=O)NCCN2CCN(C(=O)c3cccc(F)c3)CC2)cc1,-2
CCc1ccccc1NS(=O)(=O)c1ccc(SC)cc1,-4
CCCc1[nH]nc2c1C1(C(=O)N(CC)c3ccccc31)C(C#N)=C(N)O2 (centres undefined),0
CCn1c(N)c(C(=O)NCCCOC)sc1=S,7
NC(=O)c1ccc(-n2nnnc2SCC(=O)Nc2ccc(N3CCOCC3)c(Cl)c2)cc1,-5
[O-][n+]1c2c(nn1-c1ccccc1Cl)-c1nonc1CC2,-1&4
CC1CCc2nc(NC(=O)c3ccc(S(=O)(=O)N4CC(C)CC(C)C4)cc3)sc2C1 (centres undefined),6
Cc1ccc(NC(=O)COc2ccc(C3Nc4ccccc4S(=O)(=O)N3Cc3ccccc3)cc2)cc1 (centres undefined),9
COc1ccc(NC(=O)C(c2cc3c(cc2[N+](=O)[O-])OCO3)N2CCN(C(=O)c3ccco3)CC2)cc1 (centres undefined),-16

# (more compounds)
SMILES,14-3-3 PPI
CC1CCC2C(=O)N(c3ccc(NCc4cccc(Cl)c4)c([N+](=O)[O-])c3)C(=O)C2C1 (centres undefined),2
Cn1c2c(c(=O)n(C)c1=O)C(c1ccc(C(F)(F)F)cc1)C1=C(N2)c2ccccc2C1=O (centres undefined),-14
O=C(CCCC(=O)N(CC(=O)NC1CCCC1)Cc1ccc2c(c1)OCO2)Nc1ccccn1,4
COc1cc(OC)c(C2C3=C(CC(C)(C)CC3=O)Nc3ncnn32)cc1OC (centres undefined),2
O=S(=O)(c1cccc2c(I)cccc12)N1CCCNCC1,-7
COc1ccc(N2CCN(C(=O)c3cc(C)on3)CC2)cc1,6
Cc1ccc(C(C)C)c(OCCOCCN2CCCCC2)c1,6
COc1ccc(NC(=O)C2=C(C)NC3=C(C(=O)CC(c4ccc(OC)c(OC)c4)C3)C2c2cccs2)cc1 (centres undefined),1
CC1(C)CNC(=O)CC(C)(C)N1,1
O=C(c1ccc(Br)cc1)N1CCN(c2ccc([N+](=O)[O-])c(N3CCOCC3)c2)CC1,5
COC(=O)Nc1ccc(S(=O)(=O)N2CCCc3ccccc32)cc1,-6
COc1ccc2oc(=O)c(C(=O)C[n+]3cccc(C)c3)cc2c1,-4
COc1ccc(CC(=O)Nc2cccc(-c3nc4ncccc4o3)c2)cc1OC,-15
CCCCC(=O)NC(c1cccs1)c1cc([N+](=O)[O-])c2cccnc2c1O (centres undefined),1
CC(C)CNC(=O)CN1C(=O)c2cccc3cccc1c23,-2
Cc1ccc2nc(N3CCC(C(=O)NCc4ccccc4Cl)CC3)[nH]c2c1,0
O=C1Nc2ccc(S(=O)(=O)NCc3ccccn3)c3cccc1c23,-13
Cc1nn(C)c(C)c1CNC(=O)c1cc2n(n1)C(C(F)(F)F)CC(c1cccs1)N2 (centres undefined),-2
Cn1c(-c2ccc3c(c2)OCO3)cnc1N,-3
COc1ccc2nc3sc(C(=O)NCCCN(C)Cc4ccccc4)cc3cc2c1,-17
Cc1cc(C)n2nc(SCC(=O)Nc3cccc(Cl)c3C)nc2n1,-5
Cn1c(C(=O)NCCCN2CCCC2=O)cc2c(=O)n(C)c3ccccc3c21,-3
COc1cc(NC(=O)c2ccc3c(=O)n(Cc4ccccc4)c(=S)[nH]c3c2)cc(OC)c1OC,2
O=C(CC1=NCCNC(c2ccccc2)C1)c1ccccc1O (centres undefined),-4
CC(C)OCCCNC(=O)c1ccc(N(C)S(C)(=O)=O)cc1,-3

# Ordered by the number under 14-3-3 PPI (ascending): 3 of the compounds above
Structure	14-3-3 PPI
O=C1Nc2ccc(S(=O)(=O)NCc3ccccn3)c3cccc1c23	-13
COc1cc(OC)c(C2C3=C(CC(C)(C)CC3=O)Nc3ncnn32)cc1OC (centres undefined)	2
COc1ccc(N2CCN(C(=O)c3cc(C)on3)CC2)cc1	6

# Returning to the listing; the two compounds before the break are reprinted first.
SMILES,14-3-3 PPI
O=C(CC1=NCCNC(c2ccccc2)C1)c1ccccc1O (centres undefined),-4
CC(C)OCCCNC(=O)c1ccc(N(C)S(C)(=O)=O)cc1,-3
Cc1nc2ccc(C(=O)O)cc2c2c1CC(C)S2 (centres undefined),73*
CCC1=CC(C)(CC)N(Cc2ccc([N+](=O)[O-])cc2)c2ccccc21 (centres undefined),-1
Cc1ccc(-c2cn(-c3cccc(Cl)c3)c(S(=O)(=O)CC(=O)Nc3ccc(Cl)cc3)n2)cc1,-7
Cc1cccc(C)c1N(C)S(=O)(=O)c1ccc2[nH]cc(C(=O)N3CCN(Cc4ccccc4)CC3)c(=O)c2c1,-29
COC(=O)CCN(c1ccccc1)S(=O)(=O)c1ccc(OC)cc1,-3
O=C(CCC1CCCCC1=O)c1ccccc1 (centres undefined),-9
O=C(c1nn2c(C(F)(F)F)cc(-c3ccco3)nc2c1Br)N1CCOCC1,-2
COc1ccccc1NC(=O)CN1CCN(S(=O)(=O)c2ccc(Br)cc2)CC1,0
COc1ccc2sc(NC(=O)CC(C)C)nc2c1,-5
O=C(Oc1ccccc1)Oc1ccc2oc(=O)sc2c1,-11
CC(Oc1ccccc1)C(=O)N1CCN=C1SCc1ccccc1 (centres undefined),-5
CS(=O)(=O)N(CC(=O)NCc1ccc2c(c1)OCO2)Cc1ccc(Cl)cc1,6
CCSc1nnc(C)n1-c1ccc(C(=O)O)cc1,-4
Cc1ccc(-c2nnc(Nc3ccc4c(c3)OCO4)c3ccccc23)cc1S(=O)(=O)NCc1ccccn1,-30
O=C1CN(C(=O)c2cccc(Cl)c2)C(c2ccc(F)cc2)c2cc(Br)ccc2N1 (centres undefined),-9
O=C1C(CCS(=O)c2ccccc2)C(=O)N(c2ccccc2)N1c1ccccc1 (centres undefined),-10
O=C1CCCN1CCCn1c(=S)[nH]c2ccccc2c1=O,4
COc1ccc(-n2c(SCC(=O)c3ccc(Cl)cc3)nc3[nH]ncc3c2=O)cc1,-5
O=C1C(=O)N(CCN2CCOCC2)C(c2cccnc2)/C1=C(\O)c1ccc(S(=O)(=O)N2CCOCC2)cc1 (centres undefined),-6
CCOc1cc([N+](=O)[O-])ccc1NC(=O)C1CC(=O)N=C(N)S1 (centres undefined),0
CCOc1ccccc1CN1C(=O)c2ccccc2C1C(=O)NC1CCCC1 (centres undefined),-2
NS(=O)(=O)c1ccc(CCNC(=O)CNS(=O)(=O)c2cccs2)cc1,-1
Cc1nn(C)c(C)c1S(=O)(=O)N1CCCC(C(=O)Nc2nccs2)C1 (centres undefined),-11
O=C(O)Cn1c(O)c(C=Nc2ccccc2)sc1=S,-11
Cc1csc(NC(=O)c2c(C(=O)O)cccc2[N+](=O)[O-])n1,-7

# Additional entries:
SMILES,14-3-3 PPI
CCC1CCCCN1CCNC(=O)c1[nH]c(C)c(C(C)=O)c1C (centres undefined),-4
CCN(CC)c1ccc2cc(C(=O)Nc3ccc(C#N)cc3)c(=O)oc2c1,-50
O=C(OCc1ccccc1)C1CCCN1c1nc(-c2ccc(Br)cc2)cs1 (centres undefined),0
O=C(CSc1nc2ccccc2nc1Cc1cccc([N+](=O)[O-])c1)NCc1ccccc1,5
c1ccc(-c2nc(N3CCCC3)nc3ccccc23)cc1,2
COC(=O)c1ccc2c(c1)N(CC#N)C(=O)CS2,-7
O=C(C(=O)N1CCN(Cc2ccc3c(c2)OCO3)CC1)N1CCN(Cc2ccc3c(c2)OCO3)CC1,2
O=C1CSC(c2ccccc2)N1CC(O)c1ccc([N+](=O)[O-])cc1 (centres undefined),4
Cc1ccc(C=Nc2c(C)n(C)n(-c3ccccc3)c2=O)cc1,-8
CC[n+]1c(C=C2Sc3ccccc3N2CCO)ccc2cc(C)ccc21,-78
COc1cccc(-c2nnc(SCC(=O)Nc3ccccc3F)n2-c2ccccc2)c1,-8
N#Cc1ccccc1NC(=O)CCN1C(=O)c2ccccc2C1=O,2
CCN(CC)S(=O)(=O)c1ccc2oc(C(=O)Nc3ccccc3Br)c(C)c2c1,-2
O=C(CN1C(=O)C2C3C=CC(C3)C2C1=O)N1CCc2ccccc2C1 (centres undefined),7
Cc1ccc2c(c1C)NC(C(=O)O)C1CC=CC21 (centres undefined),-104&-137
CC(C1CC1)N(C(=O)c1cccc([N+](=O)[O-])c1)c1ccccc1 (centres undefined),-4
Fc1ccc(C2=NN(c3ccc(Br)cc3)C(c3cccs3)C2)cc1 (centres undefined),0
CC(=O)Nc1ccc(NC(=O)c2ccc(N3C(=O)C4CC(C)=CC(C)C4C3=O)cc2)cc1 (centres undefined),-8
COc1ccc(OC)c(Cc2nc3cc(C)c(C)cc3[nH]c2=O)c1,-8
Cn1c(=O)[nH]c(=O)c2c1nc(NCCCO)n2CCc1ccccc1,3
CCCn1c(CN2CCC(C)CC2)nc2c1c(=O)n(C)c(=O)n2C,-5
Cn1c(SCC(=O)NCc2ccccc2)nnc1-c1ccc(C(C)(C)C)cc1,-8
COc1ccccc1NC(=O)CN1C(=O)c2cccc3cccc(c23)C1=O,-8

# Reprinted at random: 6 entries already listed.
SMILES,14-3-3 PPI
CCCn1c(CN2CCC(C)CC2)nc2c1c(=O)n(C)c(=O)n2C,-5
COC(=O)c1ccc2c(c1)N(CC#N)C(=O)CS2,-7
Cn1c(=O)[nH]c(=O)c2c1nc(NCCCO)n2CCc1ccccc1,3
O=C(OCc1ccccc1)C1CCCN1c1nc(-c2ccc(Br)cc2)cs1 (centres undefined),0
O=C(C(=O)N1CCN(Cc2ccc3c(c2)OCO3)CC1)N1CCN(Cc2ccc3c(c2)OCO3)CC1,2
O=C(CN1C(=O)C2C3C=CC(C3)C2C1=O)N1CCc2ccccc2C1 (centres undefined),7

# Some of the compounds tested, so the mix of outcomes need not match the whole.
